# hERG WT inh: qHTS for Inhibitors of KCHN2 3.1: Wildtype qHTS | Voltage-gated inwardly rectifying potassium channel KCNH2 (Homo sapiens), Q12809 | U2OS, BacMam KCNH2, thallium flux FluxOr; hits give low values | activity change, % at 1.84 µM | actives 0.37% (n = 340,000) | AID 720551, 2013;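 active = maximum activity change below -70%; inconclusive = maximum activity change between -70% and -50%; inactive = maximum activity change above -50%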; also: % is scaled to controls: 0 for no effect and ±100 for the full control effect
#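 U2OS cells transduced with wild-type KCNH2 virus are loaded with FluxOr dye for 45 min, and thallium flux is measured in kinetic reads before and after stimulation buffer. Rate constants are normalized to DMSO controls.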
# TSHR antagonist: Antagonists of the Thyroid Stimulating Hormone Receptor: HTS campaign. Thyrotropin receptor (Homo sapiens), P16473. TSHR-expressing cells, TSH-stimulated cAMP HTRF, 2 h; hits give low values. activity change, negative = inhibition, % at 11.5 µM. actives 0.2% (n = 330,000);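 active = activity change below a set negative limit, meaning inhibition stronger than a set level, cut at about -70% in these data; inconclusive = activity change between two set negative limits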; also: % is scaled to controls: 0 for no effect and ±100 for the full control effect
#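 TSHR-expressing cells were treated with compounds, then stimulated with TSH at EC80 (4nM final) for 2 hours at 37 deg C. Cellular cAMP was measured by HTRF competition between lysate cAMP and cAMP-d2 for a cryptate-labelled anti-cAMP antibody.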
# TCR activator: Activators of T cell receptors: qHTS campaign. primary human leukocytes, anti-CD3, IL-2 HTRF, 48 h. Potency, µM (doses to about 9.22 µM), for inactives: at the highest dose activation of IL-2 secretion, usual class: activators. 330,000 tested, under 10 active. AID 504894, 2011; also: % of control where 0% means no effect
#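 Using a-CD3 beads without co-stimulation, primary human leukocytes were exposed to compounds for 48 hr. An HTRF IL-2 kit measured the cytokine, with europium-to-d2 energy transfer producing emission at 665nm upon 320nm excitation.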
# MLL CXXC-DNA inh: qHTS Fluorescence Polarization Assay for Inhibitors of MLL CXXC domain - DNA interaction | MLL-CXXC / FITC-HOXA9 DNA fluorescence polarization | Potency, µM (titrated, usually from 115 µM), inactives show at the highest dose activity change, negative = inhibition, most hits filed as inhibitors | actives 0.037% (n = 290,000); active = well fitted inhibition curve with a large enough effect in the polarisation, with a control signal flat, not every such curve was filed as active; inconclusive = small, poorly fitted or top-dose-only effect, or effect the other way, or a change in a side signal; inactive = no such curve, though single readings can be large or run the other way; the % refers to the polarisation; also: potency is read from the fitted curve at half-maximal effect
#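 Fluorescence polarization: 7 uM MLL-CXXC (stock) preincubated 5 min with compounds, then 50 nM fluorescein-HOX-A9 DNA (stock) added; 30 min ambient. Buffer 50 mM Tris-HCl pH 7.5, 50 mM NaCl, 1 mM DTT, 0.05% BSA.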
# Giardia killer: Small Molecules that selectively kill Giardia lamblia: qHTS; Giardia lamblia trophozoite viability; actives 0.15% (n = 340,000); activity change, % at 7.66 µM, hits read low; in the data active = activity change below about -80%; inconclusive = between about -30% and that limit;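 also: parasites exposed to compound for two days anaerobically before the ATP read; % is scaled to controls: 0 for no effect and ±100 for the full control effect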
#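 Luminescent ATP signal served as the viability read-out, measured 15-30 min after adding ATP detection reagent to trophozoites that had been incubated with compounds for 48 hrs at 37 deg C anaerobically at 100 cells/well.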
# GALK inhibitor: qHTS Assay for Inhibitors of Human Galactokinase (GALK); P51570; actives 0.007% (n = 270,000); Potency, µM (series often up to 57.5 µM), for the others: at the highest dose activity change, negative = inhibition, hits mostly inhibitors; Purified GALK, Kinase-Glo residual ATP luminescence; AID 1868, 2009; also: potency is read from the fitted curve at half-maximal effect; % is scaled to controls: 0 for no effect and ±100 for the full control effect
# Target sequence (P51570 whole entry, looked up): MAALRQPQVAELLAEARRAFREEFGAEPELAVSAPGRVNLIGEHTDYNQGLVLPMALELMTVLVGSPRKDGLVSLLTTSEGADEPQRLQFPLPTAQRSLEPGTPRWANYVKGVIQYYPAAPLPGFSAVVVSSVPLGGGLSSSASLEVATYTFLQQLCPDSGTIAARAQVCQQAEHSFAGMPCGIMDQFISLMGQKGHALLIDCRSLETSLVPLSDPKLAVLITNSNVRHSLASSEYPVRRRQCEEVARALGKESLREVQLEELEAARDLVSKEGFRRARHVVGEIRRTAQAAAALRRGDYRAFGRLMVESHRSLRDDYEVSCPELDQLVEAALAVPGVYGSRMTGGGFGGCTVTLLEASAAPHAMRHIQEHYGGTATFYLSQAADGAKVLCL
#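 Human GALK (5 nM) with 35 uM ATP and 100 uM galactose in 20 mM HEPES pH 8.0, 5 mM MgCl2, 60 mM NaCl, 1 mM DTT, 0.01% BSA. After 1 h at room temperature, leftover ATP was read by Kinase-Glo Plus luminescence.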
# Tb PFK inh: qHTS Assay to Find Inhibitors of T. brucei phosphofructokinase; T. brucei PFK, ADP-Glo luminescence; Potency, µM (series often up to 57.5 µM), inactives show at the highest dose activity, negative = inhibition, hits mostly inhibitors; actives 0.17% (n = 330,000); AID 485367, 2010;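 also: potency is read from the fitted curve at half-maximal effect; 0% = uninhibited 1x PFK enzyme wells and -100% = no-enzyme wells; nearly all actives have a fitted effect of over 60% in size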
# Target sequence (O15648 whole entry, looked up): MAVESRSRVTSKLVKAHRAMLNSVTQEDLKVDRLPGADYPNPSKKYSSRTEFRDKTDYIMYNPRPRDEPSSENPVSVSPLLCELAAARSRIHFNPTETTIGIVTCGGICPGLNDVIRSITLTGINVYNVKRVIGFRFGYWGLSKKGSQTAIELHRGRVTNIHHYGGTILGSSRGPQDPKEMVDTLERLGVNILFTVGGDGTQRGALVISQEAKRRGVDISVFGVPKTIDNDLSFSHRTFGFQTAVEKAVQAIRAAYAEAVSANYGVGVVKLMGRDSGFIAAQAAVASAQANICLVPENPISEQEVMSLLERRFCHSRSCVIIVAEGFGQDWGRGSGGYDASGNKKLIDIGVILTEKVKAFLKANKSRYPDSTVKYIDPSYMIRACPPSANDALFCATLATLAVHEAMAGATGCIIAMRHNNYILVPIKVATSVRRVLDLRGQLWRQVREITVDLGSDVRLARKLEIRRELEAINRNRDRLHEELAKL
#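 ADP-Glo luminescence quantified ADP after 45 min at room temperature, with 1.25 nM T. brucei PFK, 0.1 mM ATP and 0.5 mM fructose-6-phosphate in pH 8.0 TEA buffer. qHTS titrations up to 57 µM; curves classified by quality.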
# AT treatment: qHTS Assay for Identifying a Potential Treatment of Ataxia-Telangiectasia; […] A-T fibroblasts, KAP-1 phosphorylation AlphaLISA; neocarzinostatin DNA damage 30 min before lysis; Potency, µM (top dose mostly 57.5 µM), for inactives: top-dose activation, actives largely listed as activators; actives 0.19% (n = 320,000); also: potency is read from the fitted curve at half-maximal effect; % of control where 0% means no effect; nearly all actives have a fitted effect of over 45% in size
#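 hTERT-immortalized A-T patient fibroblasts ([…]), 500 cells/well in OPTI-MEM, 1% FBS, got compounds for 60 min, then NCS for 30 min at 37C. Lysates were then assayed for phospho-KAP-1 by AlphaLISA (anti-pKAP1 donor, anti-KAP1 acceptor beads), 6 hr at 25C.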
# Chronic BCR inh: qHTS Assay to Find Inhibitors of Chronic Active B-Cell Receptor Signaling. ABC-DLBCL IkBa-CBG/CBR reporter, luminescence ratio, 4 h. Potency, µM (highest dose often 46.1 µM), without a hit: top-dose ratio change, negative = lower green/red ratio, hits mostly inhibitors. actives 0.05% (n = 340,000); active = well fitted inhibition curve with a large enough effect in the signal ratio, with a control signal flat, not every such curve was filed as active; inconclusive = small, poorly fitted or top-dose-only effect, or effect the other way, or a change in a side signal; the % refers to the signal ratio;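 also: potency is read from the fitted curve at half-maximal effect; plate controls were basal doxycycline-induced cells for no effect and cells given 10 µM MG132 for full effect; MG132 reads +100%, hits lower the ratio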
#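 Compounds up to 46 uM were incubated four hours with TMD8 cells whose green CBG68 luciferase is fused to IkappaBalpha; red CBR luminescence normalised the signal, and concentration-effect curves were fitted to fusion, red and ratio data.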
# Coupling enz: qHTS Assay for Inhibitors of Fructose-1,6-bisphosphate Aldolase from Giardia Lamblia: Coupling assay counterscreen; coupling enzyme system counterscreen, AmpLite Red fluorescence; activity change, negative = inhibition, % at 58.2 µM, hits read low; actives 0.67% (n = 290,000); in the data active = activity change below about -30%; also: % is scaled to controls: 0 for no effect and ±100 for the full control effect
#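 Fluorescence at 525 nm excitation and 598 nm emission measured inhibition of the coupled detection system without aldolase. Compounds (at 57.5 uM final) were preincubated 10 min at room temperature with coupling enzyme reagent before a 20 min substrate/AmpLite Red step.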
# An asterisk follows results filed as active; i = inactive; ? = inconclusive; / = no result given; & = joins results of further samples; [ ] = another dose, or the depositor's remark. Unless noted, calls follow the shape of the dose curve; as a rule, active = well fitted curve in the direction sought with a large enough effect; inconclusive = small, poorly fitted or top-dose-only effect, or another doubt; inactive = no such curve, though single readings can be large; an effect the other way counts as inactive or inconclusive.
SMILES,hERG WT inh,TSHR antagonist,TCR activator,MLL CXXC-DNA inh,Giardia killer,GALK inhibitor,Tb PFK inh,AT treatment,Chronic BCR inh,Coupling enz
COc1ccc(N(CC(=O)Nc2cccc3ccccc23)S(C)(=O)=O)cc1,9,-10,-5%,-3%,37[activator],4%,-4%,-2%,-8%,-1
CC(C)=CCc1c(O)c(CC=C(C)C)c2c(c1O)C(=O)CC(c1ccc(O)cc1)O2 (stereo not drawn),-6,7,4%,-3%,-10,0%,-6%,-3%,?,2
Cc1ccc(/C(O)=C2/C(=O)C(=O)N(c3ccccn3)C2c2cccc([N+](=O)[O-])c2)cc1 (stereo not drawn),-1,-9,0%,2%,-10,6%,-4%,4%,-5%,5
NC1=C(c2ccc(F)cc2)C(=O)CS1,3,-10,0%,2%,-8,-1%,-13%,/,?,0
CCc1ccc(N2CC(C(=O)NC3CC3)CC2=O)cc1 (stereo not drawn),-3,17,/,6%,-5,-1%,0%,-30%,0%,/
COc1ccc(Nc2nnc(-c3ccc(C)cc3)c3ccccc23)cc1C(=O)N1CCCCC1,-10,-1,5%[46.1 µM],-7%,7,-4%,-3%,-3%,-1%,0
Cc1[nH]c2ccccc2c(=O)c1CN(C)Cc1ccccc1,13,-6,5%,-4%,0,3%,-6%,0%,?,0
CCN1C(=O)[C@H]2[C@@H](c3ccc(-c4ccc(F)cc4)c(OC)c3)N[C@@](CC(C)C)(C(=O)OC)[C@H]2C1=O,/,6,/,/,/,/,0%,33%,-7%,/
O=C(Nc1nc2c(s1)CN(Cc1ccccc1)CC2)C1CCCC1,4,0,/,12%,2,-2%,0%,10%,?,-2
CCn1c(CCC(=O)Nc2cc(F)ccc2C)nc2cc(S(=O)(=O)N(C)C)ccc21,-16,1,-2%,0%,-3,1%,12%,-6%,2%,-1
Cc1ccccc1CSCC(=O)NC1CCCC1,-1,1,3%,19%,18,1%,0%,0%,-2%,3
O=C(CN1C(=O)NC2(CCCC2)C1=O)Nc1cc(S(=O)(=O)N2CCCCC2)ccc1Cl,-1,/,-1%,/,7,/,0%,-7%,1%,/
CCOC(=O)c1ccccc1-c1cn2cc(Cl)ccc2n1,-5,-6,-2%,-1%,9,15%,-2%,-5%,-13%,3
CN1C(=O)CS/C1=N\NC(=O)COc1cccc2cccnc12,4,2,0%,5%,-1,1%,1%,5%,-17%,0
Cc1ccc(N(CC(O)CN2CCCC2)S(=O)(=O)c2ccc(C)cc2)cc1 (stereo not drawn),-47,1,-1%,14%,-10,1%,2%,1%,-7%,1
CN1CCc2c(sc3nc(SCC(N)=O)n(-c4ccc(Cl)cc4)c(=O)c23)C1,-2,-3,4%,-6%,29,4%,-3%,-9%,-7%,-1
C[C@H](CO)NC(=O)[C@H](C)[C@H]1C[C@]1(C)[C@H](NC(=O)OCc1ccccc1)c1ccccc1,-2,5,0%,15%,9,/,-10%,-5%,3%,3&6
Cc1nc(NC(=O)CSc2nccn2C)sc1C(=O)N(C)C,2,11,6%,21%,-5,-2%,1%,-1%,-1%,/
Cc1cc(=O)oc2c3c(cc(OCC(=O)Nc4cccnc4)c12)OC(C)(C)CC3,2,23,-6%,0%,2,/,1%,-11%,-26%,-2
COCCNc1nc(SCc2ccccc2)nc2sc3c(c12)CCC3,-9,-7,0%,1%,2,-1%,2%,1%,16%,3
CCOc1ccc(CNCCCSc2ncccn2)cc1,12,-10,-19%,-8%,-3,-1%,-1%,3%,4%,-2
CC(C)(C)C1C/C(=C/c2ccccn2)C(=O)/C(=C/c2ccccn2)C1 (stereo not drawn),8,-22,-6%,3%,?,1%,10%,15%,?,0
O=C(Oc1ccc(-c2nnco2)cc1)C1CCN(C(=O)c2ccc(F)cc2)CC1,9,-12,1%,49%[activator],4,-1%,-2%,11%,2%,2
CC(=O)c1cc(CN2CCN(C(C)C)C(CCO)C2)cs1 (stereo not drawn),3,0,5%,5%,-9,9%,0%,0%,-6%,1
COc1ccc(NC(=O)C2C3C=CC4(O3)C2C(=O)N(CCN2CCCCC2)C4C(=O)NC2CCCCC2)cc1 (stereo not drawn),6,0,-5%,-1%,10,5%,6%,-7%,?,0
# Next entries:
SMILES,hERG WT inh,TSHR antagonist,TCR activator,MLL CXXC-DNA inh,Giardia killer,GALK inhibitor,Tb PFK inh,AT treatment,Chronic BCR inh,Coupling enz
COc1cc(OC)cc(-c2c(C#Cc3ccsc3)c3cc(-c4ccc(OC)c(F)c4)ccc3n2C)c1,-1,21,5%,/,-13,/,1%,6%,1%,/
Cc1nn(Cc2ccc(Cl)cc2)c(C)c1NC(=O)/C=C/c1cnn(C)c1,-1,7,-5%[46.1 µM],1%,-10,/,-26%,-1%,2%,3
O=C(COc1ccc(/C=N/NS(=O)(=O)c2ccccc2)cc1)Nc1ccc(F)cc1,-4,-7,0%,1%,-5,-1%,-1%,-2%,7%,1
Cc1nc(CSc2ccc(Cl)cc2)cc(N2CC(C)OC(C)C2)n1 (stereo not drawn),-2,-6,-59%,14%,-15,1%,1%,4%,-1%,0
O=C(CCC(=O)NNC(=O)c1ccc(Cl)cc1Cl)NCc1ccccc1,0,-1,-1%,/,?,/,-4%,-3%,0%,/
CC1(C)C(=O)Nc2ccccc2N1C(=O)COC(=O)c1cccnc1,-3,7,3%,/,18,/,-13%,-10%,-2%,/
CC(=O)c1ccc(NC(=O)CSc2nc(C3CC3)nc3ccccc23)cc1,5,-13,-1%,4%,1,6%,-1%,-5%,-1%,-1
Cc1cc(NC(=O)CSc2nc(Cc3ccccc3)c(C)[nH]2)no1,1,2,-1%,11%,-15,16%,-1%,-2%,1%,-1
CCOC(=O)/C(=N\Nc1ccc(Br)cc1)N1CCN(c2ccccc2OC)CC1,2,5,4%,-2%,-14,-1%,0%,3%,5%,-1
CCCc1c(C(=O)N/N=C/C(C)=C/c2ccccc2)nnn1-c1nonc1N,-1,-8,-6%,7%,-11,0%,0%,6%,0%,3
O=C(CSc1nccn1Cc1ccco1)Nc1ccccc1F,-1,-2,0%,-3%,22,0%,0%,4%,-2%,0
COc1ccc2[nH]c3c(c2c1)CCN1C(=O)N([C@@H](C)C(=O)NC2CCN(Cc4ccccc4)CC2)C(=O)[C@]31C,8,-5,6%,?,7,/,0%,-4%,-14%,-6
CN(C)S(=O)(=O)c1ccc(=S)[nH]c1,7,-5,-2%,5%,32[activator],8%,-3%,11%,-2%,-3
CCOc1cc(-c2ccccc2)nc(N)n1,-5,2,0%,5%,1,-1%,0%,-1%,2%,2
CCCN1CCC(NC(=O)CC2C(=O)NCCN2Cc2cccc(OC)c2)CC1 (stereo not drawn),21,-36,-1%,12%,3,-8%,-1%,10%,0%,/
Cc1cc(C)n2nc(Sc3ncccc3[N+](=O)[O-])nc2n1,2,-6,6%,0%,3,-2%,-4%,1%,-2%,3
Cc1ccc(CNC(=O)C2CCN(S(=O)(=O)N3CCOCC3)CC2)cc1,-7,-9,1%,3%,-8,0%,1%,-1%,-2%,3
CC(=O)Nc1ccc(NC(=O)COc2ccc(S(=O)(=O)N3CCCC3)cc2)cc1,-1,-5,9%,8%,9,6%,0%,5%,-8%,-1
Cc1ccc(CN2CC(C(=O)Nc3cccc(S(=O)(=O)N4CCCCC4)c3)CC2=O)cc1 (stereo not drawn),1,-2,8%[46.1 µM],-2%,0,-1%,-1%,-3%,-3%,-2
Cc1ccc(C(=O)N/N=C/c2ccc(-c3cccc(C(F)(F)F)c3)o2)cn1,-4,-10,-4%,-3%,-2,0%,0%,11%,?,-1
C/C(=N\NC(=O)c1ccc(CSc2nncn2C)cc1)c1cccs1,i,33,-8%,-5%,0,14%,-4%,6%,0%,-1
Cc1ccccc1NC(=O)/C=C/c1ccc([N+](=O)[O-])s1,1,-16,4%[46.1 µM],25%,15,0%,-13%,9%,?,-1

# From PubChem BioAssay

# Rows are unselected; 1.6% or so of the library scored in one or more.
